Screens from PubChem.
hcGAS lum: Primary biochemical luminescence assay for human cyclic GMP-AMP synthase inhibitors. Q8N884. recombinant h-cGAS, ATP depletion, Kinase-Glo luminescence. inhibition, % at 12.5 µM. 0.081% of 290,000 active;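 note: 0% = vehicle reaction and 100% = reaction without DNA for no activity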
Target sequence (Q8N884 whole entry, looked up): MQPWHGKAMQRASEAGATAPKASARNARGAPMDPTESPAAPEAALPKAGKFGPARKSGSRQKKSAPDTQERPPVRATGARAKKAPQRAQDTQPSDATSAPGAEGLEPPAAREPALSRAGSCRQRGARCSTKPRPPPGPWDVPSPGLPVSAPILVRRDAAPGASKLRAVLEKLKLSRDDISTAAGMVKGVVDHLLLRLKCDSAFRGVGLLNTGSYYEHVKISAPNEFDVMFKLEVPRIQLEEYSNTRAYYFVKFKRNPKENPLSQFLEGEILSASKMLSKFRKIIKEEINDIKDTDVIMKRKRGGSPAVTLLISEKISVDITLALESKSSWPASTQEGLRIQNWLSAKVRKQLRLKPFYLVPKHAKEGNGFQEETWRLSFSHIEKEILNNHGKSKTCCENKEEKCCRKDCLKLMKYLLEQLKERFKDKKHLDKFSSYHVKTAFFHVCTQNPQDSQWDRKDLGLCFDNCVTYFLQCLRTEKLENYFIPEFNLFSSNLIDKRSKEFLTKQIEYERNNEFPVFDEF
NPYLR7 ag: agonists of mosquito NPYLR7 receptor, primary screen, cell-based, Aedes aegypti, calcium fluorescence, mosquito biting behavior; Aedes aegypti neuropeptide Y-like receptor 7 (NPYLR7); HEK293T NPYLR7/Galpha15, GCaMP6s calcium fluorescence; activation, % at 10 µM; 0.15% of 270,000 active; in the data active = activation above about 40%;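 note: 0% = vehicle and 100% = reference agonist at the receptor; some compounds past the cut are filed as inactive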
mcGAS inh: cyclic GMP-AMP synthase inhibitors, mouse, primary biochemical chemiluminescence; AID 1259399, 2018; inhibition, % at 12.5 µM; recombinant cGAS, Kinase-Glo ATP depletion luminescence; 0.15% of 160,000 active; Q8C6L5;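 note: 0% = negative control wells and 100% = reference inhibitor with no enzyme activity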
The depositor's hits bear a star; & = joins results of further samples. Cut-off read from the data, not from the text of the source, unless noted: active = inhibition above about 40%; inactive = the rest.

The first 7 compounds as a preview:
`Nc1cc(C(Cl)=C(Cl)Cl)c(S(N)(=O)=O)cc1S(N)(=O)=O` gave hcGAS lum -3&-5, NPYLR7 ag 4&-8 and mcGAS inh -4.
Cc1csc(CN(C)c2ccc(-c3nc(C)c(C)c(=O)[nH]3)cn2)n1 was read as hcGAS lum -2 and NPYLR7 ag -6.
For COc1ccccc1N1CCN(c2ccc(NC(=O)C(C)(C)CCl)cc2C(=O)NC(C)c2ccccc2)CC1 (configuration not stated) the results were hcGAS lum 4, NPYLR7 ag 1 and mcGAS inh 2.
`CC(C)CNC(=O)CSc1n[nH]c(/C=C/c2ccc(F)cc2)n1` gave hcGAS lum -8 and NPYLR7 ag 1.
Cc1ccc(N2CC(O)(c3cccs3)[N+]3=C2CCCC3)cc1 (configuration not stated) was read as hcGAS lum -3, NPYLR7 ag -5 and mcGAS inh -9.
`CCOC(=O)c1c(C)n(C)c2ccc(O)cc12` gave hcGAS lum 9, NPYLR7 ag -7 and mcGAS inh 0.
For Fc1ccc(-c2nnn(Cc3ccccc3Br)n2)cc1 the results were hcGAS lum -7 and NPYLR7 ag 4.

This part in full (from the top)
`Nc1cc(C(Cl)=C(Cl)Cl)c(S(N)(=O)=O)cc1S(N)(=O)=O` gave hcGAS lum -3&-5, NPYLR7 ag 4&-8 and mcGAS inh -4.
Cc1csc(CN(C)c2ccc(-c3nc(C)c(C)c(=O)[nH]3)cn2)n1 was read as hcGAS lum -2 and NPYLR7 ag -6.
For COc1ccccc1N1CCN(c2ccc(NC(=O)C(C)(C)CCl)cc2C(=O)NC(C)c2ccccc2)CC1 (configuration not stated) the results were hcGAS lum 4, NPYLR7 ag 1 and mcGAS inh 2.
`CC(C)CNC(=O)CSc1n[nH]c(/C=C/c2ccc(F)cc2)n1` gave hcGAS lum -8 and NPYLR7 ag 1.
Cc1ccc(N2CC(O)(c3cccs3)[N+]3=C2CCCC3)cc1 (configuration not stated) was read as hcGAS lum -3, NPYLR7 ag -5 and mcGAS inh -9.
`CCOC(=O)c1c(C)n(C)c2ccc(O)cc12` gave hcGAS lum 9, NPYLR7 ag -7 and mcGAS inh 0.
For Fc1ccc(-c2nnn(Cc3ccccc3Br)n2)cc1 the results were hcGAS lum -7 and NPYLR7 ag 4.
Screening Cc1cc(C)n(-c2nncn2/N=C\c2ccc(N(C)C)cc2)n1 returned hcGAS lum -6, NPYLR7 ag -1 and mcGAS inh -7.
`Cc1cc2c(N=Nc3ccccc3)c(O)[nH]c2cc1Br` gave hcGAS lum -2 and NPYLR7 ag -5.
Screening COc1cccc(CNc2nnnn2-c2ccccc2)c1OC returned hcGAS lum -8 and NPYLR7 ag 7.
Screening CC1CN(Cc2ccccc2)CCCN1c1cnn(C)c(=O)c1Cl (configuration not stated) returned hcGAS lum -8 and NPYLR7 ag 4.
Screening S=c1[nH]nc(C2C3CCCCC32)n1-c1ccccc1Br (configuration not stated) returned hcGAS lum -6, NPYLR7 ag -7 and mcGAS inh -4.
COc1ccc(NS(=O)(=O)c2cn(C)c(=O)n(C)c2=O)cc1 was read as hcGAS lum -4, NPYLR7 ag -1 and mcGAS inh -9.
Screening CN(C)CCCN1C(=O)C(=O)C(=C(O)c2ccc(F)cc2)C1c1ccc([N+](=O)[O-])cc1 (configuration not stated) returned hcGAS lum -3, NPYLR7 ag 1 and mcGAS inh -5.
For Cc1nc2ccc(C(=O)N3CCC4(CCc5ccccc54)CC3)cc2nc1C the results were hcGAS lum -2 and NPYLR7 ag 10.
For CCONC(=O)c1csc(CSc2nnc(-c3ccco3)n2-c2ccc(Cl)cc2)n1 the results were hcGAS lum -8, NPYLR7 ag -1 and mcGAS inh -5.
`COCCS(=O)(=O)NC(Cc1ccccc1)c1ccccc1` (configuration not stated) gave hcGAS lum -11 and NPYLR7 ag 5.
`Cc1oc(=O)c2ccccc2c1C(=O)O` gave hcGAS lum -6 and NPYLR7 ag -4.
Screening O=C(CSc1nc(=O)n(CCCO)c2c1CCC2)NC1CCCCC1 returned hcGAS lum -8, NPYLR7 ag -3 and mcGAS inh -9.
CSc1ccc(/C=C2N=C(/C=C\c3cccc([N+](=O)[O-])c3)OC/2=O)cc1 was read as hcGAS lum -4, NPYLR7 ag 1 and mcGAS inh -5.
O=C(NCc1cccnc1-n1ccnc1)C1(c2ccc(F)cc2)CCOCC1 was read as hcGAS lum 3 and mcGAS inh -14.
Screening Cc1cccc(OCC(=O)N2CCOC(COc3ccc(F)cc3)C2)c1C (configuration not stated) returned hcGAS lum -6 and NPYLR7 ag 21.
Screening CCN(CC)CCN1C(=O)C(=O)C(=C(O)c2ccc(OC(C)C)cc2)C1c1cccnc1 (configuration not stated) returned hcGAS lum -5, NPYLR7 ag 7 and mcGAS inh -9.
Cn1nc(C(=O)Nc2ccccc2C(N)=O)ccc1=O was read as hcGAS lum -5 and NPYLR7 ag 1.
`O=C(NC1CCCCC1)c1cc(-c2ccco2)on1` gave hcGAS lum 7 and NPYLR7 ag 3.
For COc1ccc(-c2cc(N)ccn2)c(OC)c1OC the results were hcGAS lum 5 and NPYLR7 ag 14.
For CC(NC(=O)C1CCN(Cc2cccn2C)CC1)C(=O)N(C)C (configuration not stated) the results were hcGAS lum -7 and NPYLR7 ag -5.
CCCCCCc1nc(C(N)=O)c2[nH]c(=O)n(-c3cccc(OC)c3)c2n1 was read as hcGAS lum -12 and NPYLR7 ag 17.
Screening CCOC(=O)C1(Cc2ccc(Cl)cc2)CCN(Cc2ccc(OCC)c(CO)c2)CC1 returned hcGAS lum 1 and NPYLR7 ag 6.
Screening CCN(CC)CCSc1nc(O)c(CC(C)C)c(=O)[nH]1 returned hcGAS lum 3, NPYLR7 ag -9 and mcGAS inh 1.
Cc1ccc2ncn(Cc3nc(-c4ccc(C)c(F)c4)no3)c(=O)c2c1 was read as hcGAS lum -5 and NPYLR7 ag 19.
Screening Oc1ccccc1N=Cc1cccs1 returned hcGAS lum 3 and NPYLR7 ag 1.
For CCC1(c2ccccc2)NC(=O)N(NC(=O)NC2CCCCC2)C1=O (configuration not stated) the results were hcGAS lum -5, NPYLR7 ag 1 and mcGAS inh -15.
Screening CC(C)NC(=O)c1csc([C@@H]2O[C@H](CO)[C@H](O)[C@H](O)[C@H]2O)n1 returned hcGAS lum -7, NPYLR7 ag 2 and mcGAS inh -8.
`CN(C)CCCN1C(=O)C(=O)C(=C(O)c2ccc(Cl)cc2)C1c1cccnc1` (configuration not stated) gave hcGAS lum -6, NPYLR7 ag 12 and mcGAS inh -8.
Screening CCN(Cc1nccn1Cc1ccc(Cl)c(Cl)c1)C(=O)NC(C)C returned hcGAS lum -1, NPYLR7 ag 19 and mcGAS inh -3.
`Cc1nc(CN2CCCC(CCc3ccccc3C(F)(F)F)C2)co1` (configuration not stated) gave hcGAS lum -9 and NPYLR7 ag -1.
For O=C(NNS(=O)(=O)c1ccccc1F)c1cc2c(s1)CCC2 the results were hcGAS lum -3, NPYLR7 ag 2 and mcGAS inh -2.
For Cc1cccc(NC(=O)CSc2nnc(CNC(=O)c3ccco3)n2-c2cccc(C)c2)c1 the results were hcGAS lum -10, NPYLR7 ag -1 and mcGAS inh -5.
`CN(C)C(C(=O)NNc1c(Cl)cc(Cl)cc1Cl)c1ccccc1` (configuration not stated) gave hcGAS lum -6 and NPYLR7 ag 9.
Screening CNc1cncc(-c2ccccc2OC)n1 returned hcGAS lum -4 and NPYLR7 ag 1.
For COc1ccc2c(c1)CC(CNC(=O)c1cc(F)cc(C(F)(F)F)c1)O2 (configuration not stated) the results were hcGAS lum -6, NPYLR7 ag -1 and mcGAS inh -11.
Screening Cn1nc(C(C)(C)C)c2[nH]c(-c3ccc(S(C)(=O)=O)cc3)nc21 returned hcGAS lum -1 and NPYLR7 ag -2.
For CC(C)c1cccc(OCCOc2cccc3cccnc23)c1 the results were hcGAS lum -4 and NPYLR7 ag -8.
For COc1cccc(C(=O)NC(=NCc2ccco2)OC(C)C)c1 the results were hcGAS lum 0, NPYLR7 ag 0 and mcGAS inh -3.
O=C(c1ccco1)N1CCN(C(c2ccccc2)c2ccc(F)cc2)CC1 (configuration not stated) was read as hcGAS lum -3, NPYLR7 ag 4 and mcGAS inh -7.
Screening CN(C)c1ccc(NC(=O)c2ccco2)cc1CN(CC1CC1)C(=O)c1ccc(F)cc1 returned hcGAS lum -10, NPYLR7 ag 27 and mcGAS inh -5.
For COCc1cc(C)nc(N/N=C\c2ccc(Br)o2)c1C#N the results were hcGAS lum 14, NPYLR7 ag -3 and mcGAS inh 0.
Screening CC(C)N(Cc1ccc(OS(=O)(=O)c2ccc(F)cc2)cc1)C(=O)Nc1cccc(C(F)(F)F)c1 returned hcGAS lum -8, NPYLR7 ag 0 and mcGAS inh -5.
CCN(Cc1cccc(F)c1F)c1c(N)n(Cc2ccccc2)c(=O)[nH]c1=O was read as hcGAS lum 3, NPYLR7 ag -2 and mcGAS inh -3.
`NC(=O)c1sc(=S)n(-c2ccc(Cl)cc2)c1N` gave hcGAS lum -9, NPYLR7 ag 14 and mcGAS inh -5.
Screening O=C(c1ccco1)N1CCN(c2ccc3nnc(-c4ccco4)n3n2)CC1 returned hcGAS lum -11 and NPYLR7 ag 2.
`Cc1ccc(C(NS(=O)(=O)c2cccc(C#N)c2)C2CC2)cc1` (configuration not stated) gave hcGAS lum -16 and NPYLR7 ag -2.
`O=C1NC(=Nc2ccccc2Cl)S/C1=C/c1ccc(Cl)cc1Cl` gave hcGAS lum -4 and NPYLR7 ag -3.
Screening O=C1/C(=C\c2ccc(Cl)cc2)COc2ccccc21 returned hcGAS lum 1 and NPYLR7 ag -4.
Screening CC1CCc2c(sc(NC(=O)CCl)c2C(=O)OC(C)C)C1 (configuration not stated) returned hcGAS lum -6, NPYLR7 ag -4 and mcGAS inh -6.
COc1ccc(NC(=O)CCc2csc(NC(=O)c3ccc[nH]c3=O)n2)c(OC)c1 was read as hcGAS lum -5, NPYLR7 ag -13 and mcGAS inh -15.
Screening CCCNc1nc(SC)nc2c1cnn2CCNC(=O)c1c(F)cccc1F returned hcGAS lum -5 and mcGAS inh -7.
COc1ccncc1NC(=O)c1ccc(C(=O)c2cc[nH]c2)cc1 was read as hcGAS lum -4 and NPYLR7 ag 3.
For CCOC(=O)c1c(C)[nH]c(C(=O)COC(=O)CN2C(=O)C3CC=CCC3C2=O)c1C (configuration not stated) the results were hcGAS lum -3, NPYLR7 ag -1 and mcGAS inh -8.
Screening COc1ccc(CN2CCN(CC3CCCCC3)C(CCO)C2)cc1O (configuration not stated) returned hcGAS lum 1 and NPYLR7 ag -8.
`Cc1ccccc1Cn1cccc1CN(CC(O)COCc1ccccc1)C1CC1` (configuration not stated) gave hcGAS lum -6 and mcGAS inh -4.
`CCCCn1c(=O)[nH]c(=O)c2c1nc(CSc1nncn1C)n2CC` gave hcGAS lum -11 and NPYLR7 ag 1.
Screening COc1ccccc1N1CCN(c2nc(-c3ccc(F)cc3)nc3ccccc23)CC1 returned hcGAS lum -4, NPYLR7 ag -2 and mcGAS inh -5.
For Cc1cc(CN(C)C(=O)C2CCN(c3nc(C)c4cc(C(C)C)ccc4n3)CC2)on1 the results were hcGAS lum -5, NPYLR7 ag 20 and mcGAS inh -9.
Screening Cn1ncc2c1NC(=O)CC2c1cn(-c2ccccc2)nc1-c1ccccc1 (configuration not stated) returned hcGAS lum -4, NPYLR7 ag -3 and mcGAS inh -12.
For CCOC(=O)CCC(=O)N(CCOC)Cc1ccc(OC)c(OS(C)(=O)=O)c1 the results were hcGAS lum 2, NPYLR7 ag 11 and mcGAS inh -4.
Screening CCCc1cc(C(=O)N2CCC(c3nn(C)c(=O)n3CC)CC2)cs1 returned hcGAS lum -1, NPYLR7 ag 5 and mcGAS inh -17.
CC(C)CN(C(=O)CSc1nnc(-c2ccco2)o1)C1CCS(=O)(=O)C1 (configuration not stated) was read as hcGAS lum -10 and NPYLR7 ag 3.
For CC1CC(N2CCC(OCCN3CCCC3)CC2)C(=O)O1 (configuration not stated) the results were hcGAS lum -13 and NPYLR7 ag 7.
For Cc1cc(C)cc(NC(=O)CN2CCSC2=O)c1 the results were hcGAS lum 2, NPYLR7 ag 2 and mcGAS inh -2.
Screening Cc1nc(Cc2nnc(SCCCn3c(=O)c4c(ncn4C)n(C)c3=O)o2)cs1 returned hcGAS lum -4 and NPYLR7 ag 8.
Screening CCCC(=O)Nc1cccc(C(=O)NCc2cc(-c3ccccn3)no2)c1 returned hcGAS lum -9, NPYLR7 ag 15 and mcGAS inh -12.
`O=C1CC(c2ccccc2)CN1Cc1nc(C2CC2)nn1-c1ccccc1` (configuration not stated) gave hcGAS lum -4 and NPYLR7 ag 16.
`O=C(c1cccc(F)c1)N(Cc1nccn1Cc1ccc(C(F)(F)F)cc1)CC1CC1` gave hcGAS lum 3, NPYLR7 ag 2 and mcGAS inh -3.
For O=C1OC[C@H](Cc2ccccc2)N1CN1CCC2(CC1)OCCO2 the results were hcGAS lum 1, NPYLR7 ag 4 and mcGAS inh -1.
`CC(C)(CN1[C@H]2CCNC[C@@H]1CC2)N1CCOCC1` gave hcGAS lum 6 and mcGAS inh 1.

4 entries picked at random from the list so far, as already listed:
For CC1CC(N2CCC(OCCN3CCCC3)CC2)C(=O)O1 (configuration not stated) the results were hcGAS lum -13 and NPYLR7 ag 7.
For CCOC(=O)CCC(=O)N(CCOC)Cc1ccc(OC)c(OS(C)(=O)=O)c1 the results were hcGAS lum 2, NPYLR7 ag 11 and mcGAS inh -4.
For Cc1cc(CN(C)C(=O)C2CCN(c3nc(C)c4cc(C(C)C)ccc4n3)CC2)on1 the results were hcGAS lum -5, NPYLR7 ag 20 and mcGAS inh -9.
Screening COc1ccccc1N1CCN(c2nc(-c3ccc(F)cc3)nc3ccccc23)CC1 returned hcGAS lum -4, NPYLR7 ag -2 and mcGAS inh -5.
